Screening results: PubChem BioAssay, several laboratories
Fluor 339 460: intrinsic fluorescence of library compounds, ex339/em460 – biochemical, MLSMR library, data from DPM-DC assay, artefact control, profiling panel | compound autofluorescence, ex339/em460 nm, NADH buffer; active compounds read high; 1 = no-compound wells, NADH background | fluorescence fold increase at 10 µM | 5.5% of 65,000 active;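 active means at 10 µM, mean starting fluorescence two-fold or more over control wells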;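 further: signal is the first read of a kinetic run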
M1 antag: antagonists of rat M1 muscarinic receptor. Muscarinic acetylcholine receptor M1 (Rattus norvegicus), P08482. 3.4% of 64,000 active. CHO-M1 cells, Fluo-4 calcium, ACh EC80 antagonist mode; active compounds read low. B-score at 10 µM;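 active means calcium fluorescence response, raw or row-and-column corrected B-score, differing from the plate sample mean either way at a set confidence level, mostly lower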
Hsp90 inh: tumor Hsp90 inhibitors, primary screen, cell lysate, fluorescence polarization, NCI-N417 lysate; Heat shock protein HSP 90-alpha (Homo sapiens), P07900; Cy3B-geldanamycin FP displacement; inhibition, % at 30 µM; 0.35% of 64,000 active;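 active means inhibition above 50%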;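 further: 0% = tracer plus lysate wells and 100% = tracer alone without lysate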
NADH enzymes: inhibitors of PK/LDH coupling enzymes, profiling panel, artefact control, biochemical, MLSMR library; 0.02% of 65,000 active; coupled PK/LDH NADH assays, four targets; IC50, µM (doses to about 10 µM), for the others: at the highest dose inhibition; AID 774, 2007;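 active means single-dose screening hits from any of four coupled enzyme assays that gave an IC50 when retested across doses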;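 further: the DPM-DC format reads NADH fluorescence rather than 340 nm absorbance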
Ec RNAP inh: E. coli RNAP inhibitors, biochemical. DNA-directed RNA polymerase subunit beta (Escherichia coli (strain K12)), P0A8V2. E. coli RNA polymerase, fluorescence transcription assay. inhibition, %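 (tested at 10 µM)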. 0.2% of 62,000 active; in the data active means inhibition above about 20%;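 further: 0% = enzyme without compound and 100% = no enzyme blank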
Her2 expr inh: inhibitors of Her2 protein expression, primary screen, SKBR-3 cells, AlphaScreen, 66K library. Receptor tyrosine-protein kinase erbB-2 (Homo sapiens), P04626. SKBR-3 HER2 protein level, 18-24 h; active compounds read low. HER2 level % of control, % at 10 µM. 0.69% of 65,000 active;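 active means HER2 level under 5% of the carrier-only control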;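 further: 100% = DMSO carrier and 0% = 500 nM PU-H71 HSP90 inhibitor; lower value means stronger loss of Her2 protein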
5HT1a ag: human 5-HT1a receptor agonists, primary screen, cell-based, CHO, Ga15 NFAT-bla reporter; activation, % at 10 µM; 5-hydroxytryptamine receptor 1A (Homo sapiens), P08908; 0.56% of 65,000 active; CHO 5-HT1a Ga15 NFAT-bla reporter, FRET ratio; 0% basal, 100% maximal reference agonist;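 active means activation above the screen-wide mean activation plus 3 SD, cut at about 19% in these data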;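 further: 0% = DMSO wells and 100% = 5-CT at EC100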
Target sequence (P08908 whole entry, looked up): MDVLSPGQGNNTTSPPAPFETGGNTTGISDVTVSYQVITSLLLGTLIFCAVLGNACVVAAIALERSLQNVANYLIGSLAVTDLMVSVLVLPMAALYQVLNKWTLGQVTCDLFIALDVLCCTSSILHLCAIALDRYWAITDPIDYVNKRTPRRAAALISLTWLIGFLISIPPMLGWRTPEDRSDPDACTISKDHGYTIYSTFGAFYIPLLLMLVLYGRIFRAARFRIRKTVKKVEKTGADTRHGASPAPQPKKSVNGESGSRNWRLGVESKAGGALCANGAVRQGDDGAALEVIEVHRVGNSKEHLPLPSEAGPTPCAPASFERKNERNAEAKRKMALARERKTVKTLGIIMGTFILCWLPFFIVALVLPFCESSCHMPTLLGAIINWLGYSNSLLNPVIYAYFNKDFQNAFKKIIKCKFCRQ
M1 agonist: M1 muscarinic receptor agonists, primary screen, CHO-M1 cells, Fluo-4 calcium, agonist mode; Muscarinic acetylcholine receptor M1; Fluo-4 calcium fluorescence; active compounds read high; B-score at 10 µM; 3% of 64,000 active; AID 626, 2007;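 active means fluorescence rise, raw or as B-score row- and column-corrected plate score, outside the 99.7% band of its plate's samples, either direction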
D1 mod: D1 CRE-luciferase signal change, two-sided – cell-based, HEK293 D1, dopamine EC30, D1 allosteric modulator project, primary screen; B-score at 10 µM; dopamine EC30 potentiation; actives deviate in either direction; D(1A) dopamine receptor (Homo sapiens), P21728; 5.9% of 58,000 active;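 active means luminescence count or its row- and column-corrected plate score outside the 99.7% band of the plate's sample wells, on either side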
Target sequence (P21728 whole entry, looked up): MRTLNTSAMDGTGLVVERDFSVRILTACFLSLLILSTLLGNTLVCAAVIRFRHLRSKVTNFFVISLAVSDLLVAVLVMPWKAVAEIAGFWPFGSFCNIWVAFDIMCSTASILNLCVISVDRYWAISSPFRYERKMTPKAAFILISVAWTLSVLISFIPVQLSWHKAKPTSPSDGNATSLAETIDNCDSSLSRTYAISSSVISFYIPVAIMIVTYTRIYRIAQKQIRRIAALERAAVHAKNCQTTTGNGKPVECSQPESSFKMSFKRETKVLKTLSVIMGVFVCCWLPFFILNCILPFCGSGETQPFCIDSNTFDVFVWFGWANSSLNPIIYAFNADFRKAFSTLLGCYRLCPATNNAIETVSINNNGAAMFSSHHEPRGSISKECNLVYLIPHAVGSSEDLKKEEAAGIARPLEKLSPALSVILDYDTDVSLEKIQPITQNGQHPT
Numbers without * were called inactive; x = no result given; [ ] = dose if it differs, or a comment.

Structure | Fluor 339 460 | M1 antag | Hsp90 inh | NADH enzymes | Ec RNAP inh | Her2 expr inh | 5HT1a ag | M1 agonist | D1 mod
OC(COc1c(Cl)cc(Cl)cc1Cl)CN1CCCCC1 (centres undefined) | 1.2 | -1.5 | 3 | 1% | -7 | 127 | -0.8 | 0.46 | -2.6
O=C(Nc1ccccc1C(=O)N1CCOCC1)c1ccco1 | 1.1 | 0.93 | -7 | 7% | 2 | 94 | -0.3 | -0.48 | -0.75
COCCn1c(SCC(=O)c2ccccc2)nc2c(c1=O)SC(C)C2 (centres undefined) | 0.99 | 0.31 | -5 | 3% | 13 | 101 | -0.9 | 0.26 | 1.6
COC(=O)C(C(=O)Nc1ncccn1)C1CCCCCC1 (centres undefined) | 1.1 | 0.22 | -1 | 8% | 6 | 103 | -0.8 | 0.28 | -0.97
c1ccc2c(c1)ncc1cccn12 | 2.1* | 0.096 | -3 | 5%[fluoresces] | -9 | 95 | 11 | -0.0072 | -0.59
Cc1cc(C)c(S(=O)(=O)N(C)CC(=O)NC2CCCC2)c(C)c1 | 1.1 | 0.2 | -5 | 7% | 8 | 108 | -0.4 | 0.71 | x
CCOC(=O)c1[nH]cnc1C(=O)Nc1ccncc1 | 1.1 | 0.068 | -1 | 1% | 10 | 87 | -0.5 | 0.23 | 13*
CCOc1nc(NCCc2ccc(OC)c(OC)c2)nc(NC(C)(C)CO)n1 | 1.1 | -1.3 | 0 | 5% | 0 | 90 | 0.1 | 2.1* | 3.2*
CCOC(=O)C1CCCN(C(=O)c2ccc(CNc3c(N4CCC(C)CC4)c(=O)c3=O)cc2)C1 (centres undefined) | 1.1 | 0.076 | 1 | 1% | 5 | 90 | -2.9 | 1.2 | -0.0023
c1ccc(Cn2ncc3c2ncn2nc(-c4ccncc4)nc32)cc1 | 1 | -0.17 | 1 | 4% | -1 | 104 | -3.8 | -0.81 | 0.0031
COc1ccc(CN=CC2=C(O)CC(C)(C)CC2=O)cc1 | 1.1 | -1.5 | -3 | 6% | 7 | 105 | 0.5 | 0.14 | 0.71
O=C(O)CN=C(NS(=O)(=O)c1ccccc1)c1ccccc1 | 1.1 | 0.2 | -1 | 1% | 13 | 93 | -0.5 | 0.36 | 0.28
COc1ccc(C2CC(c3ccccc3)Nc3ncnn32)cc1 (centres undefined) | 1.2 | -0.18 | x | 4% | 15 | 119 | x | 0.014 | x
CC(=O)Nc1nc(SCCCc2ccccc2)n[nH]1 | 1.1 | 0.18 | 0 | 4% | 0 | 98 | -1.6 | 0.23 | 0.69
O=C(NCC1COc2ccccc2O1)c1ccccc1 (centres undefined) | 1 | 0.59 | 0 | 0% | -3 | 96 | -2.5 | 1.2 | -0.25

Structure | Fluor 339 460 | M1 antag | Hsp90 inh | NADH enzymes | Ec RNAP inh | Her2 expr inh | 5HT1a ag | M1 agonist | D1 mod
Cc1c(NC(=O)c2coc(=O)c(Br)c2)c(=O)n(-c2ccccc2)n1C | 1.8 | -0.72 | -5 | 7% | 9 | -15* | 5.6 | -0.25 | 0.51
CC(C)(C)NC(=O)C(c1ccc(OCC(N)=O)cc1)N(C(=O)c1cccnc1)C1CC1 (centres undefined) | 1.1 | -0.4 | -1 | 6% | -5 | 98 | -5.2 | 0.43 | 0.0036
CCN(CC)CCNc1ccnc2cc(Cl)ccc12 | 1.5 | -1 | 1 | 4% | 1 | 61 | -3.2 | 0.42 | -0.99
COc1ccc(Cn2nnnc2CN2CCC(c3nc4ccccc4s3)CC2)cc1 | 1.1 | -0.22 | 2 | 5% | 10 | 74 | 3.8 | -1.2 | x
COCc1cc(C)nc2sc(C(=O)OC)c(N)c12 | 1.5 | 0.031 | -13 | 0% | -1 | 283 | 0.6 | 4.4* | 3
COC(=O)c1ccc(-c2nc(-c3cccs3)no2)cc1 | 1.1 | -0.22 | -3 | 3% | 4 | 117 | 0.8 | -0.58 | x
C=CCc1cccc2cc(C(=O)N(CC)CC)c(=O)oc12 | 1.2 | 0.64 | 0 | 1% | 8 | 107 | 0.9 | 1.4 | 0.17
CCSc1nnc(NC(=O)C(Cc2ccccc2)n2cccc2)s1 (centres undefined) | 1.1 | 0.19 | 0 | 2% | -3 | 90 | 1.9 | 0.0035 | -0.37
CCOc1ccc(C(=O)Cc2ccc3oc(C(=O)O)cc3c2)c(O)c1 | 1 | 0.07 | 2 | 3% | 10 | 80 | -0.7 | 0.44 | -2.1
O=C(CCCn1c(=O)[nH]c2ccsc2c1=O)N1CCCCC1 | 1.1 | 0.27 | x | 2% | 2 | 84 | -2.1 | 0.61 | 0.53
Cc1ccc(N2CCN(c3ccc(C)cc3)C2c2ccncc2)cc1 | 1.1 | 1.1 | 0 | 9% | -3 | 105 | 1.5 | -0.29 | 0.44
CCC(C(=O)NC1CCCC1)N(Cc1ccco1)C(=O)Cn1nnc(-c2ccc(C)cc2)n1 (centres undefined) | 1.1 | 1.1 | -1 | 3% | 4 | 91 | -1.6 | 0.045 | 0.19
COc1cc(-c2ccc(NC(=O)CN3CCCCC3)c(OC)c2)ccc1NC(=O)CN1CCCCC1 | 1.1 | -0.19 | -2 | 11% | 8 | 80 | -3.0 | -0.49 | -0.63
O=C(Cc1ccc(Cl)cc1)Nc1ccc(N2CCN(C(=O)c3ccco3)CC2)cc1 | 1 | 0.35 | 4 | 3% | 8 | 74 | 2.3 | 0 | x
CC(=O)Nc1cccc(NC(=O)CSc2nnnn2Cc2ccccc2)c1 | 0.41 | 0.91 | -5 | 35% | x | 88 | -0.6 | 0.53 | -1

Structure | Fluor 339 460 | M1 antag | Hsp90 inh | NADH enzymes | Ec RNAP inh | Her2 expr inh | 5HT1a ag | M1 agonist | D1 mod
Cc1cc2ncn(C(=O)c3ccc4c(c3)OCO4)c2cc1C | 1 | -0.34 | -1 | 5% | -4 | 198 | -2.4 | 0.034 | -0.031
COc1ccc(C2(CNC(=O)c3ccc(Br)o3)CCOCC2)cc1 | 1.1 | -0.098 | -5 | 6% | 5 | 90 | -3.0 | -1.2 | 1.2
COCCNc1nnc(SCC(=O)c2ccc3c(c2)OCO3)s1 | 1.1 | -0.054 | x | 3% | -2 | 97 | 0.6 | 0.066 | -0.31
O=C(NCc1ccccc1)N(Cc1cc2cc3c(cc2[nH]c1=O)OCO3)CC1CCCO1 (centres undefined) | 3.7* | 0.29 | 1 | 4%[fluoresces] | x | 75 | -0.8 | -0.32 | x
O=C(NCc1ccccc1)c1ccc(OC2CSC2)cc1 | 1 | 0.25 | -3 | 3% | 6 | 101 | -7.1 | -0.66 | -0.49
COc1cccc(CNC(=O)c2ccc3nc[nH]c3c2)c1 | 1 | -1.1 | -2 | 3% | x | 115 | -1.0 | -0.49 | -1.2
CCOC(=O)c1nnn(-c2nonc2-c2ccccc2)c1C | 1.1 | 0.0022 | -2 | 5% | 3 | 67 | -3.1 | 0.073 | 0.094
COc1ccc(-c2nc(S(=O)(=O)c3ccc(C)cc3)c(N3CCCC3)o2)cc1 | 1.1 | -0.043 | -3 | 6% | 2 | 109 | -1.5 | 0.027 | 0.94
CCc1[nH]nc2c1C(C(C)C)C(C#N)=C(N)O2 (centres undefined) | 1 | -0.029 | -2 | 4% | 10 | 58 | -1.0 | -0.86 | 0.33
Cc1nc(N2CCCC2C(=O)O)c2oc3ccccc3c2n1 (centres undefined) | 1.1 | -0.24 | -4 | 9% | 13 | 77 | 0.2 | 0.3 | 0.4
CCn1c(=NC(=O)CN2C(=O)CCC2=O)sc2c(OC)ccc(OC)c21 | 1.1 | 0.061 | 0 | 5% | 2 | 117 | -2.7 | -0.28 | 5.4*
CCC(=O)c1ccc(OCc2ccc(C(=O)OC)o2)c(OC)c1 | 1.1 | 1.1 | -1 | 3% | 2 | 137 | 0.4 | 0.71 | 1.9
COc1ccc(OCC(O)Cn2c(=N)n(CCN3CCOCC3)c3ccccc32)cc1 (centres undefined) | 1.1 | -0.021 | -3 | 5% | 6 | 99 | -2.8 | 7.5* | -1.2
COc1ccc(CNC(=O)c2c(C)cc(=O)oc2C)cc1OC | 1.1 | 0.69 | 1 | 4% | 9 | 76 | 1.0 | -0.023 | -0.11
CCOc1ccc(N2CC(C(=O)OC)CC2=O)cc1 (centres undefined) | 0.58 | 0.074 | -6 | 16% | -14 | 132 | -0.5 | 0.0091 | 0.034

Reprinted at random: 4 compounds from above.
Structure | Fluor 339 460 | M1 antag | Hsp90 inh | NADH enzymes | Ec RNAP inh | Her2 expr inh | 5HT1a ag | M1 agonist | D1 mod
COCc1cc(C)nc2sc(C(=O)OC)c(N)c12 | 1.5 | 0.031 | -13 | 0% | -1 | 283 | 0.6 | 4.4* | 3
CCOC(=O)c1nnn(-c2nonc2-c2ccccc2)c1C | 1.1 | 0.0022 | -2 | 5% | 3 | 67 | -3.1 | 0.073 | 0.094
Cc1cc(C)c(S(=O)(=O)N(C)CC(=O)NC2CCCC2)c(C)c1 | 1.1 | 0.2 | -5 | 7% | 8 | 108 | -0.4 | 0.71 | x
Cc1cc2ncn(C(=O)c3ccc4c(c3)OCO4)c2cc1C | 1 | -0.34 | -1 | 5% | -4 | 198 | -2.4 | 0.034 | -0.031

Rewritten with two lines to a compound: part of the list above.
Each structure is followed by: Fluor 339 460, M1 antag, Hsp90 inh, NADH enzymes, Ec RNAP inh, Her2 expr inh, 5HT1a ag, M1 agonist, D1 mod
COC(=O)c1ccc(-c2nc(-c3cccs3)no2)cc1
    1.1, -0.22, -3, 3%, 4, 117, 0.8, -0.58, x
C=CCc1cccc2cc(C(=O)N(CC)CC)c(=O)oc12
    1.2, 0.64, 0, 1%, 8, 107, 0.9, 1.4, 0.17

(further entries)
| compound | Fluor 339 460 | M1 antag | Hsp90 inh | NADH enzymes | Ec RNAP inh | Her2 expr inh | 5HT1a ag | M1 agonist | D1 mod |
| --- | --- | --- | --- | --- | --- | --- | --- | --- | --- |
| Fc1ccc(C(c2nnnn2C2CCCC2)N2CCN(Cc3ccncc3)CC2)cc1 (centres undefined) | 1.1 | -0.037 | -1 | 8% | 0 | 127 | -3.4 | -0.73 | -1.6 |
| CN(C)c1cccc(N=C2C=C(N3CCOCC3)CC(C)(C)C2)c1 | 0.97 | -0.17 | -2 | 3% | 3 | 129 | -2.1 | 0.017 | -0.26 |
| O=C(Nc1ccn(Cc2ccc(F)cc2)n1)c1ccncc1 | 1.1 | 0.3 | -2 | 9% | 3 | 91 | -1.5 | -0.54 | -1.3 |
| Cc1ccc(C(c2sc3ncnn3c2O)N2CCC(C)CC2)cc1 (centres undefined) | 1.1 | -0.054 | -1 | 7% | 0 | 79 | 1.4 | -0.059 | -0.47 |
| CC(C)OC(=O)C(C#N)c1nc2ccccc2nc1N1CCCC1 (centres undefined) | 1.4 | -0.33 | -4 | 6% | -12 | 119 | -1.9 | 2.3 | 10* |
| COc1ccc(-c2cc(C(F)(F)F)nc(S(=O)(=O)CCC(=O)N3CCOCC3)n2)cc1 | 2.8* | 0.79 | 1 | 17% | x | 101 | -1.2 | -0.0068 | 0.069 |
